GSK3beta inhib: inhibitors of human GSK3beta kinase; GST-GSK3beta kinase, ADP-Glo luminescence, 60 min; active compounds read low; activity score (negative = inhibition), % at 10 µM; 300,000 compounds, 0.038% hits;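 active = more than half of replicate wells score below -50%, meaning over 50% inhibition versus plate controls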;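 note: 0% = median DMSO wells and -100% = median GW8510 positive control wells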
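Assay system: GST-tagged human GSK3beta kinase, cell-free; Input: 1.6 ng GSK3beta; Medium: Tris/MgCl2 kinase buffer; Timing: 60 min enzyme reaction, room temperature; Signal: ADP-Glo luminescence quantifying ADP generated by kinase; Evaluation: score relative to plate controls; Benchmarks: DMSO neutral wells and GW8510 at 20 µM as positive.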
KCNQ1 inh: human KCNQ1 channel inhibition; P51787; CHO-K1 KCNQ1, FluxOR thallium flux fluorescence; active compounds read high; B-score at 10 µM; 310,000 compounds, 1.3% hits; AID 2642;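 active = compounds whose thallium flux B-score, printed positive for inhibition, exceeds three library SD while starting fluorescence stays within three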;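 note: channel opened by potassium depolarization with thallium stimulus after 20 min compound exposure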
RGS4 pot: RGS4 potentiation or activation; HEK293 M3R/inducible RGS4, carbachol calcium flux Fluo4; active compounds read low; B-score at 10 µM; 310,000 compounds, 0.92% hits;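 active = B-score of the integrated calcium signal more than 4 SD below the library mean, with starting fluorescence not abnormally high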;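 note: negative B-score means reduced calcium response which marks RGS4 activation or potentiation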
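Test system: HEK293 cells with stable M3R and inducible RGS4; also added: carbachol at ECmax as muscarinic agonist stimulus; schedule: dye loading 30 min 37 °C, buffer rest 30 min RT; technique: kinetic calcium fluorescence imaging with Fluo4-AM dye, 2 µM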
HDAC3 inh: blocks human histone deacetylase 3; recombinant HDAC3, fluorogenic peptide/trypsin coupled, fluorescence; inhibition, % at 8.3 µM; 320,000 compounds, 0.15% hits; AID 2718; in the data active = inhibition above about 26%, passing the limit was not always enough
hERG rescue: compounds protecting human hERG from proarrhythmic drug block. CHO-hERG, FluxOR thallium flux, dofetilide IC70 present. 310,000 compounds, 0.51% hits. Q12809. activation (rescue from dofetilide block), less the hit threshold, % at 10 µM;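 active = activation above the mean of controls blocked by dofetilide plus 5 SD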;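 note: thallium influx through hERG after potassium depolarization seen as dye fluorescence rise; in these data hits start at about 4.7%; inactives centre near -7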
KCNK3 block: human KCNK3 channel inhibition, primary screen | O14649 | AID 602410 | B-score at 10 µM | CHO-KCNK3 thallium flux, FluxOR fluorescence; active compounds read low | 340,000 compounds, 0.84% hits;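 active = B-score under library mean minus 4 SD, starting fluorescence ratio at most library mean plus 5 SD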;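 note: more negative B-score means stronger inhibition of thallium flux through KCNK3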
Target sequence (O14649 whole entry, looked up): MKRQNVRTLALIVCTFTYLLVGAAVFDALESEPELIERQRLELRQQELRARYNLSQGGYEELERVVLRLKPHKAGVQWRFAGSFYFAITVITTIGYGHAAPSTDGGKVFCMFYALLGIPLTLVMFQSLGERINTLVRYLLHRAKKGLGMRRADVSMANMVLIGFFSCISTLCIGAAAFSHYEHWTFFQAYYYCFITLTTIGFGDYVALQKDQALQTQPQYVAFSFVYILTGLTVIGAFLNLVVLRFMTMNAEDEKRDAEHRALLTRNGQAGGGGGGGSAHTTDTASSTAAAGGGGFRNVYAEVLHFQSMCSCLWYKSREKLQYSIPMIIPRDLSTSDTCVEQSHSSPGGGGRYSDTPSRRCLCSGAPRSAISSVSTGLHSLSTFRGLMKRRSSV
GSK3 alpha inh: inhibitors of human GSK-3 alpha kinase. P49840. ADP-Glo luminescence, 60 min. inhibition, % at 10 µM. 320,000 compounds, 0.1% hits. AID 2650;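 in the data active = inhibition above about 50%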;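 note: GST-tagged GSK-3 alpha with peptide substrate and 25 µM ATP; 0% = DMSO neutral wells and 100% = GW8510 positive control wells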
Target sequence (P49840 whole entry, looked up): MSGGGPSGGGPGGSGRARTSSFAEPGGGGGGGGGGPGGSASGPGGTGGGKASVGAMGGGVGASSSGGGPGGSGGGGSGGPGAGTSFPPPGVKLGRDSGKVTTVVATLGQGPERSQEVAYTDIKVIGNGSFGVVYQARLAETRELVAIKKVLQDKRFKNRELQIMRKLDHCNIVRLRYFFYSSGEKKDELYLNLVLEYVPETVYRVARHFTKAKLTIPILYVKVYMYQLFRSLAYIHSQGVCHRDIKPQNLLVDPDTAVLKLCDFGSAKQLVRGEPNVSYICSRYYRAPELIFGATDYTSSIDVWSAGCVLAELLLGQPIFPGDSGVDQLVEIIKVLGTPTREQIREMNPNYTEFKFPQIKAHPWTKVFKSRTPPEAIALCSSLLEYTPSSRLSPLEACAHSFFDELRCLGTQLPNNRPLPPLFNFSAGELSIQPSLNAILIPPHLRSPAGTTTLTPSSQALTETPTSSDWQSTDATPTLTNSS
KCNK9 block: human KCNK9 channel inhibition. 310,000 compounds, 1.2% hits. B-score at 10 µM. HEK293 KCNK9, FluxOR thallium flux fluorescence; active compounds read low;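 active = ratio B-score over 3 SD below the library mean, with starting fluorescence within 5 SD of its mean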;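 note: negative B-score means less thallium flux so channel inhibition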
KCNQ1 act: human KCNQ1 channel potentiation or activation; P51787; CHO-K1 KCNQ1, thallium flux FluxOR fluorescence; active compounds read high; B-score at 10 µM; 310,000 compounds, 0.35% hits; AID 2648;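 active = fluorescence ratio B-score, a plate-corrected score, at least three library SD, with initial intensity B-score within 5 SD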
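Material: CHO-K1 cells stably expressing KCNQ1. Medium: assay buffer for compound exposure, DMSO matched across wells. Reagent: K+/Tl+ depolarizing stimulus. Compound dosing: single-concentration screen. Times: 37 °C overnight plating, 90-min dark dye load, 20-min compound pretreatment. Technique: FluxOR Tl+ flux fluorescence.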
DYRK1A inh: inhibitors of rat Dyrk1A kinase | ADP-Glo luminescence, NFATc1 peptide | inhibition, % at 12.5 µM | 310,000 compounds, 0.43% hits | AID 504441; in the data active = inhibition above about 50%;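 note: plate controls were vehicle with enzyme for no effect and no enzyme for full effect; many of its hits are not listed in these tables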
PolyA inh: blocks polyadenylation in yeast reporter cells; AID 1875; calls only at 12 µM; 300,000 compounds, 0.02% hits; S. cerevisiae SKY197-pL101 polyadenylation reporter, beta-gal luminescence; efflux-impaired pdr1/pdr3 knockout yeast; score 100 = 6 SD above DMSO;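 active = lowest replicate activity score at least 50, where 100 means six control SD above control mean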;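 note: yeast exposed to compound for 9 h at 30 °C; higher score means more reporter readthrough which indicates perturbed polyadenylation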
Active calls of the source: *; i = inactive; · = not tested or not shown. This is a subset, so the mix of outcomes need not match the whole.

SMILES	GSK3beta inhib	KCNQ1 inh	RGS4 pot	HDAC3 inh	hERG rescue	KCNK3 block	GSK3 alpha inh	KCNK9 block	KCNQ1 act	DYRK1A inh	PolyA inh
CCCN(Cc1cc2ccc(C)cc2[nH]c1=O)S(=O)(=O)c1ccccc1	5	i	i	3	-7	i	·	i	i	0	i
Cc1ccc(C(=O)NC(=S)Nc2c(C)ccc3nsnc23)cc1	-3	i	i	-5	-7	i	-8	i	i	0	i
COc1ccc(C#Cc2c(-c3ccsc3)oc3ccc(N4CCOCC4)cc23)cc1	1	i	i	2	-11	i	-1	i	i	-7	i
Cc1c2c(nc3nc4ccccc4n13)CC(C)(C)CC2=O	-8	i	i	3	-20	i	-1	i	i	1	i
O=C(CC(=O)Nc1cccc(F)c1)Nc1cccc(F)c1	-4	i	i	-4	-10	i	-5	i	i	·	·
CC(=O)NCCNc1ccc([N+](=O)[O-])cn1	0	i	i	5	2	i	4	i	i	1	i
COc1ccc(/C=C2\CCC(C3CCCC3)C2=O)c(OC)c1 (centres undefined)	0	i	i	5	0	i	1	i	i	-1	i
O=C(COC(=O)c1ccco1)NCc1ccco1	-1	i	i	10	-3	i	0	i	i	-3	i
Cc1cc(C)c(O)c(NC(=S)NC(=O)Cc2ccccc2)c1	2	i	i	6	4.8*	i	0	i	i	-3	i
COc1cccc(N(C(=O)c2snc(C(N)=O)c2N)C(C(=O)NCC2CCCO2)c2ccc(C)o2)c1 (centres undefined)	3	i	i	15	-9	i	1	i	i	-2	i
Cc1ccc(NC(=O)CC2C(=O)N(Cc3ccccc3)C(=S)N2NC(=O)c2cccc(F)c2)c(C)c1 (centres undefined)	1	i	i	3	-6	i	-1	i	i	1	i
CC(=O)Nc1ccc(S(=O)(=O)NCC(=O)OCC(=O)NC(=O)C2CCCCC2)cc1	4	i	i	-2	-8	i	7	i	i	-3	i
CCC(C)N=Cc1c(NCc2ccco2)nc2c(C)cccn2c1=O (centres undefined)	0	i	i	-13	-7	i	2	i	i	16	i
Cc1ccc(S(=O)(=O)NC(C(=O)O)c2ccccc2)cc1 (centres undefined)	-5	i	i	4	-4	i	0	i	i	-1	i
CCCCn1c(N)c(N(CCC(C)C)C(=O)c2oc3ccc(OCC)cc3c2C)c(=O)[nH]c1=O	3	i	i	-2	-15	i	1	i	i	2	i
O=C(NCC1(c2ccccc2)CCOCC1)c1ccc(Br)o1	-4	i	i	2	-3	i	-3	i	i	-8	i
CCOC(=O)CN(C(=O)c1snc(C(N)=O)c1N)C(C(=O)NC1CCCCC1)c1ccc(F)cc1 (centres undefined)	3	i	i	2	-6	i	12	i	i	3	i
CC(C)N(Cc1nccn1C)C(=O)c1cc(COc2ccc3ncccc3c2)on1	-2	i	i	-3	-6	i	-2	i	i	-2	i
CCC1CSC(Nc2ccc(C(=O)/C=C/c3cccc(C)c3)cc2)=N1 (centres undefined)	1	i	i	3	-4	i	8	i	i	-4	i
CCOC(=O)c1ccccc1NS(=O)(=O)c1c(C)nc2sccn2c1=O	-4	i	i	1	-11	i	0	i	i	1	i
O=C(Nc1ccc(NC(=O)c2ccco2)nc1)c1cccc(F)c1	0	i	i	6	-2	i	-1	i	i	-7	i
O=C1CCCN1c1ccc(S(=O)(=O)Nc2ccc3c(c2)OCCO3)cc1	0	i	i	-8	-1	i	-1	i	i	-4	i
Cn1ncc(Cl)c1C(=O)N/N=C/c1cc2c(cc1[N+](=O)[O-])OCO2	4	i	i	1	-5	i	-3	i	i	0	i
O=C(NCCc1ccccc1)c1ccc(Cl)cc1[N+](=O)[O-]	2	i	i	0	-6	i	-4	i	i	-1	i
Cc1ccc(S(=O)(=O)c2cc(O)ccc2O)cc1C	2	i	i	5	-5	i	7	i	i	-5	i

Other entries follow.
SMILES	GSK3beta inhib	KCNQ1 inh	RGS4 pot	HDAC3 inh	hERG rescue	KCNK3 block	GSK3 alpha inh	KCNK9 block	KCNQ1 act	DYRK1A inh	PolyA inh
COc1cccc(-c2cc(C(=O)NCCCn3ccnc3)no2)c1	1	i	i	-1	-17	i	·	i	i	19	i
Cc1nn(C)c(=O)c(N)c1-c1cc(-c2ccc(Cl)c(Cl)c2)n[nH]1	2	i	i	-3	-6	i	-2	i	i	·	i
CCn1c(SCC(=O)Nc2ccc(OC)cc2)nc2nc3c(cc2c1=O)CCCC3	3	i	i	1	-6	i	0	i	i	-5	i
CCOC(=O)c1cnn(-c2cc(C(C)(C)C)nc3c(-c4ccccc4)c(C)nn23)c1N	-5	i	i	-1	-9	i	3	i	i	5	i
Cc1ccc(C(=O)COC(=O)CCN2C(=O)C3C4CCC(C4)C3C2=O)cc1C (centres undefined)	2	i	i	-1	-9	i	-1	i	i	-1	i
CSCCNC(=O)Nc1c(-c2c(Cl)cccc2Cl)noc1C	0	i	i	-2	-6	i	-1	i	i	·	i
CCOC(=O)C1=C(c2ccccc2)NC(=O)NC1c1ccc(OC)cc1OC (centres undefined)	-1	i	i	4	-4	i	1	i	i	1	i
Cc1cc(NC(=O)C2CCN(S(=O)(=O)c3cccs3)CC2)no1	0	i	i	8	-6	i	-1	i	i	2	i
CCCc1c(C(=O)Nc2ccc(F)cc2)cnn1-c1ccccc1	0	i	i	4	-5	i	-1	i	i	3	i
COc1ccc(F)cc1S(=O)(=O)NC1CC(C)(C)NC(C)(C)C1	2	i	i	4	-2	i	·	i	i	8	i
CC(C)(C)OC(=O)N1CCC(C(=O)N[C@@H](Cc2ccccc2)C(=O)O)CC1	-25	i	i	-3	-2	i	·	i	i	-9	i
CCC1Oc2ccccc2N(CC(=O)Nc2ccccc2OC)C1=O (centres undefined)	3	i	i	0	-4	i	-2	i	i	9	i
CCCC(=O)Nc1c2c(nn1-c1cccc(Cl)c1)CS(=O)(=O)C2	-4	i	i	5	-6	i	4	i	i	-10	i
Cn1ccsc1=NC(=O)c1cccc(OC(F)F)c1	2	i	i	7	-2	i	-1	i	i	4	i
Cc1cc(C(=O)NCCc2ccc(S(N)(=O)=O)cc2)no1	-1	i	i	-4	-3	i	-2	i	i	-4	i
COc1ccc(/C=N/NC(=O)c2c(C)n(C)c3ccc(OC)cc23)c(OC)c1	1	i	i	5	-15	i	-2	i	i	-5	i
O=C(CS(=O)CC(=O)N(CC(=O)NC1CCCC1)c1ccc2c(c1)OCCO2)Nc1ccc(F)cc1 (centres undefined)	1	i	i	3	-14	i	4	i	i	-2	i
COc1ccc(NC(C#N)c2ccccc2OCc2ccccc2)cc1 (centres undefined)	1	i	i	-4	-7	i	·	-8.3*	i	6	i
O=C(c1cccc(S(=O)(=O)N2CCCCCC2)c1)N1CCN(c2ccccc2F)CC1	2	i	i	-2	-8	i	3	i	i	5	i
N=c1c2c(n(Cc3ccccc3)c3c1CCC3)CCC2	0	i	i	-4	-15	i	4	i	i	-4	i
Cc1cc(NC(=O)CS(=O)(=O)c2cn(Cc3ccccc3Cl)c3ccccc23)no1	2	i	i	2	-11	i	-3	i	i	2	i
Nc1nonc1-n1nnc(C(=O)N/N=C/c2cccnc2)c1CSc1ccc(Cl)cc1	1	i	i	3	-4	i	2	i	i	·	i
CCc1cc(C(=O)N/N=C/c2ccc(O)cc2)c2ccccc2n1	1	i	i	-2	-3	i	0	i	i	-4	i
C#CCN1C(=O)C(O)(CC(=O)c2cc(OC)ccc2OC)c2ccccc21 (centres undefined)	1	i	i	-5	-13	i	-6	i	i	6	i
Cc1ccc(-n2nnnc2-c2cnc3cc4c(cc3c2C)OCO4)cc1	-5	i	i	-8	-14	i	3	i	i	2	i

One compound at a time, as listed above. Order of screens: GSK3beta inhib | KCNQ1 inh | RGS4 pot | HDAC3 inh | hERG rescue | KCNK3 block | GSK3 alpha inh | KCNK9 block | KCNQ1 act | DYRK1A inh | PolyA inh
`Cc1c2c(nc3nc4ccccc4n13)CC(C)(C)CC2=O` across the screens: -8 | i | i | 3 | -20 | i | -1 | i | i | 1 | i
`Cc1ccc(S(=O)(=O)c2cc(O)ccc2O)cc1C` across the screens: 2 | i | i | 5 | -5 | i | 7 | i | i | -5 | i
`CCCN(Cc1cc2ccc(C)cc2[nH]c1=O)S(=O)(=O)c1ccccc1` across the screens: 5 | i | i | 3 | -7 | i | · | i | i | 0 | i

New compounds follow
SMILES	GSK3beta inhib	KCNQ1 inh	RGS4 pot	HDAC3 inh	hERG rescue	KCNK3 block	GSK3 alpha inh	KCNK9 block	KCNQ1 act	DYRK1A inh	PolyA inh
CCOC(=O)c1c(CN(C)C)oc2cc(CN(C)C)c(O)c(CSc3ccccc3)c12	-2	i	i	2	-10	i	-9	i	i	3	i
CC(C)(C)N/N=C1\CC(c2ccccc2)Oc2ccccc21 (centres undefined)	-1	i	i	0	-7	i	-4	i	i	5	i
CC(=O)NCCc1ccc(S(=O)(=O)NCc2ccc3c(c2)OCO3)cc1	-1	i	i	10	0	i	-1	i	i	1	i
CC(=O)c1cccc(CN2CCC(n3nccc3NC(=O)CCCc3ccccc3)CC2)c1	-2	i	i	-2	-13	i	-1	i	i	-13	i
O=C(O)CN1C(=O)/C(=C\c2cccc(OCc3ccccc3F)c2)SC1=S	3	i	i	16	-9	i	-6	i	i	3	i
Cc1ccc(SCCC(=O)N2CCC(C)CC2)cc1	3	i	i	7	-17	i	-14	i	i	0	i
Cn1c(Cc2ccccc2)nnc1SCC(=O)NCCc1ccccc1	-2	i	i	6	-1	i	0	i	i	-6	i
CC1CC(C)CN(C(=O)c2ccc(NS(=O)(=O)c3ccc4[nH]c(=O)[nH]c4c3)cc2)C1 (centres undefined)	0	i	i	6	-8	i	-1	i	i	-11	i
Clc1ccc(-c2cccs2)nn1	-2	i	i	3	-3	i	-1	i	i	1	i
CCN(CC)CCCNC(=O)CC1Sc2ccccc2NC1=O (centres undefined)	-3	i	i	3	-5	i	·	i	i	-11	i
COc1ccc(Br)cc1CNCCSc1nnnn1C	-24	i	i	6	-4	i	-1	i	i	-1	i
C=CCc1c(N(CC)CC)nc(C)[nH]c1=O	5	i	i	-2	-7	i	-1	i	i	5	i
CCC(=O)Nc1nc2ccc([N+](=O)[O-])cc2s1	-6	i	i	5	-14	i	-1	i	i	38	i
NC(=O)c1oc2ccccc2c1NC(=O)CCc1ccccc1	1	i	i	2	-9	i	-2	i	i	-4	i
Nc1ccc(-n2nncc2-c2ccccc2)cc1	-1	i	i	-11	-10	i	-1	i	i	-3	i
Cc1ccccc1Nc1nc(N)nc(CSc2ccccc2)n1	1	i	i	-5	-7	i	·	i	i	0	i
COC(=O)c1c(-c2ccc(C)cc2)csc1NC(=S)NC(=O)c1ccc(F)cc1	3	i	i	0	-4	i	-1	i	i	1	i

Screens as filed in PubChem BioAssay.
